# mABHD4 FP: ABHD4 inhibitors, primary screen, biochemical, fluorescence polarization, mouse; (Lyso)-N-acylphosphatidylethanolamine lipase (Mus musculus), Q8VD66; purified mABHD4, FP-Rh probe fluorescence polarization; inhibition, % at 8.92 µM; 370,000 tested, 0.54% active; AID 720543, 2013;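 active means inhibition exceeding the mean over every tested compound plus 3 SD, cut at about 30% in these data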;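 further: 0% = plate median of compound wells and 100% = S159A mutant with DMSO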
#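 Test system: mABHD4 protein; Read-out basis: % inhibition; Incubation: 45 min + 60 min at 25 °C; Repeats: single replicate; Technique: fluorescence polarization with parallel and perpendicular emission, 525/598 nm; Compound: 8.92 µM, single dose; Benchmarks: full inhibition S159A mutant plus DMSO, zero as sample-well median.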
# rCAG RNA binder: binders of r(CAG) RNA repeats, primary screen, biochemical, fluorescence; r(CAG) RNA repeat, TO-PRO-1 dye displacement fluorescence; inhibition, % at 3 µM; 370,000 tested, 1.3% active;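 active means inhibition above the plate cutoff, the mean of all test compounds on that plate plus 3 SD, cut at about 35% in these data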;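 further: 0% = DMSO alone and 100% = 100 µM mitoxantrone as full dye displacement; higher means more dye released from RNA so lower well fluorescence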
# NR1D1 modulator: modulators of Rev-erb alpha DNA binding, primary screen, biochemical, FITC-DNA, fluorescence polarization, uHTS | Nuclear receptor subfamily 1 group D member 1 (Homo sapiens), P20393 | Rev-erbα–FITC-DNA binding, 90 min | AID 1259318, 2017 | activity, % at 10 µM | 370,000 tested, 0.79% active;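 active means activity above about 14%, limit read from the data; passing the limit was not always enough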;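 further: 0% = DMSO wells with 35 nM protein and 100% = DMSO wells with 750 nM protein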
# Target sequence (P20393 whole entry, looked up): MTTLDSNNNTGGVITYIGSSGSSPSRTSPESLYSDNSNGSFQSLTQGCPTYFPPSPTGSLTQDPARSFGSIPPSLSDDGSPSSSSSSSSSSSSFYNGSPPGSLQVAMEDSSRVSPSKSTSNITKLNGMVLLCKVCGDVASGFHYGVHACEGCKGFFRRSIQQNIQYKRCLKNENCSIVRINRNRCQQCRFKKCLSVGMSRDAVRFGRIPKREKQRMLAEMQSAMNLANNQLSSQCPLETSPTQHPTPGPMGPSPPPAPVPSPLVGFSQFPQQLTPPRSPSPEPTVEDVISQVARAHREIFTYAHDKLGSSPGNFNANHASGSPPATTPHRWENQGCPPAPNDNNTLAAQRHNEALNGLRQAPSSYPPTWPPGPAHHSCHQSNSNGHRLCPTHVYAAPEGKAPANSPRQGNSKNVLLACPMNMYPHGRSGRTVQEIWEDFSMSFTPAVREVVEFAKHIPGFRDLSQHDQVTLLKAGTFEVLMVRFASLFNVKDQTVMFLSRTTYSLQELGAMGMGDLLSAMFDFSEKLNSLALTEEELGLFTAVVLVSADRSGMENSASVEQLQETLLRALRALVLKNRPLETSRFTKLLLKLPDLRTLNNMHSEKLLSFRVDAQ
# PG9 Ab binder: binders of HIV-1 gp120 antibody PG9, primary screen, biochemical, TR-FRET | TR-FRET gp120-PG9 antibody binding | inhibition, % at 6.7 µM | 360,000 tested, 0.43% active; in the data active means inhibition above about 8.5%
# TDP2 inh: human TDP2 enzyme inhibitors, primary screen, biochemical, epi absorbance, recombinant enzyme; T5PNP hydrolysis, p-nitrophenol absorbance 415 nm; inhibition, % at 12.8 µM; 370,000 tested, 0.34% active; AID 720702, 2013; Tyrosyl-DNA phosphodiesterase 2 (Homo sapiens), O95551;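 active means inhibition above the mean of all tested compounds plus 3 SD, set per campaign, cut at about 25% in these data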;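 further: 0% = DMSO with enzyme and 100% = buffer with substrate but no TDP2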
#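 Test system: human TDP2 enzyme; Input: 120 nM TDP2 per well; Buffer or medium: Mg2+-containing Tris-HCl buffer, pH 7.5; Reagent: 5 mM T5PNP; Dosing: 12.8 µM single point, 1% DMSO; Incubation: reaction 2 h, 37 °C; Detection: p-Nitrophenol epi absorbance; Read-out: % inhibition relative to enzyme-containing and enzyme-free wells; Replicates: single well per compound.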
# HTRA1 inhibitor: HTRA1 serine protease inhibitors, primary screen, biochemical, fluorescence polarization, HTS; Q92743; recombinant HTRA1, FP-rhodamine activity-based probe; inhibition, % at 5.96 µM; 340,000 tested, 0.5% active; in the data active means inhibition above about 36%;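 further: 0% = enzyme with DMSO and 100% = wells lacking enzyme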
# SIAE primary: human SIAE inhibitors, primary screen, biochemical, fluorescence polarization, FP-Rh probe, 1536-well HTS. Sialate O-acetylesterase (Homo sapiens), Q9HAT2. SIAE FP-Rh probe binding. inhibition, % at 9.66 µM. 370,000 tested, 0.69% active. AID 1053197, 2014;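 active means inhibition above a cutoff: mean of compounds within the control limits plus 3 SD of those, cut at about 17% in these data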;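 further: 0% = plate median of compound wells and 100% = probe without SIAE protein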
# LEDGF integ inh: blockers of LEDGF/p75-dependent integrase strand transfer – biochemical, TR-FRET, high throughput, primary screen; TR-FRET IN-LEDGF/p75 DNA integration, Eu/Cy5; inhibition, % at 3.7 µM; 370,000 tested, 0.64% active;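 active means inhibition above the screen-wide mean plus 3 SD, cut at about 13% in these data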;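 further: signal is the Cy5 over europium emission ratio at 671 and 618 nm; 0% = plate median of compound wells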
# TCR-CD3 inh: inhibitors of human TCR-CD3 interaction, primary screen, biochemical, fluorescence, TAMRA-labeled TCR probe; T-cell receptor (TCR); inhibition, % at 9.4 µM; 360,000 tested, 0.37% active; in the data active means inhibition above about 19%;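 further: recombinant mutant TCR 2C K166C tagged with TAMRA read by polarization; 0% = receptor in buffer alone and 100% = receptor with positive control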
# PRMT1 FP inh: PRMT1 methyltransferase inhibitors, primary screen, biochemical, fluorescence polarization. Protein arginine N-methyltransferase 1 (Homo sapiens), Q99873. recombinant PRMT1, activity-based probe fluorescence polarization. inhibition, % at 2.79 µM. 370,000 tested, 1.3% active. AID 652257, 2013;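 active means inhibition above about 21% made by adding two undisclosed values, limit read from the data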
# Target sequence (Q99873 whole entry, looked up): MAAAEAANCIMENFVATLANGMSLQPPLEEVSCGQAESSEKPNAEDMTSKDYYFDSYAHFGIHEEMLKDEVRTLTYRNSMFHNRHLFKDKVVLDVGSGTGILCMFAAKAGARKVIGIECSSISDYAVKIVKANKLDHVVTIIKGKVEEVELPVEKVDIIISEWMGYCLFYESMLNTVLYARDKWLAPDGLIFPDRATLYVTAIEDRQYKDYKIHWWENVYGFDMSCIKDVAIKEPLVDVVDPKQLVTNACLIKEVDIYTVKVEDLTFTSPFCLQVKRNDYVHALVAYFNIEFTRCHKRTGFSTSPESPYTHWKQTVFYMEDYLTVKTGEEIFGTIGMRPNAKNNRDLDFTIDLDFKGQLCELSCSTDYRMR
# * marks the source's active call; other numbers are inactive results; x = not tested or not shown. Not all compounds are listed; the hit share may differ from the screen's.
SMILES,mABHD4 FP,rCAG RNA binder,NR1D1 modulator,PG9 Ab binder,TDP2 inh,HTRA1 inhibitor,SIAE primary,LEDGF integ inh,TCR-CD3 inh,PRMT1 FP inh
Cc1cc(-c2nnc(SCC(=O)Nc3c(C)cccc3C)n2N)n[nH]1,2,0,-3,0.1,17,-1,-1,0,2,-5
CCOC(=O)N/N=C/c1ccc(F)cc1,-1,-3,0,-0.2,10,6,-2,-3,-2,-11
O=C(CN1CCN(c2ccccc2F)CC1)Nc1nnc(C(F)(F)F)s1,6,1,0,4.6,1,-5,-1,-6,-6,4
O=C(NNC(=O)c1ccc(Br)s1)c1csc(N2CCOCC2)n1,0,1,1,0.0,-10,-3,-9,2,-2,-3
O=C(CCN1CCc2ccccc2C(c2ccccc2)C1)c1ccc2c(c1)OCCO2 (configuration not stated),4,2,4,-1.2,7,-3,8,2,1,38*
CC1Nc2ncnc(N3CCc4ccccc4C3)c2N(Cc2ccccc2)C1=O (configuration not stated),-10,7,5,0.5,-1,x,-5,0,0,-3
O=[N+]([O-])c1ccc2nc(SCc3cn4ccccc4n3)[nH]c2c1,-4,3,2,0.8,9,1,5,-1,2,0
CCOc1ccc(C(=O)Nc2cc(-c3nc4ccccc4[nH]3)ccc2C)cc1[N+](=O)[O-],-78,25,-1,-1.2,0,-79,-118,2,16,0
COC(=O)CN1C(=O)C2(C(C#N)=C(N)Oc3cc(C)oc(=O)c32)c2ccccc21 (configuration not stated),-5,5,0,-2.6,-4,-2,-4,1,0,-2
O=C(CSc1nc(O)c(Cc2ccccc2F)c(=O)[nH]1)N1CCCCCC1,-11,-1,-3,2.0,-2,-7,2,2,0,2
Cc1ccc(OCC(=O)N/N=C2/SCC(=O)N2Cc2ccccc2)cc1,-4,-2,2,-1.6,-18,5,5,-1,4,1
CC1(C)C2CCC1(C)C(OC(=O)CCn1ccnc1)C2 (configuration not stated),-3,0,2,-0.9,-10,6,-7,-7,1,4
O=C(Cc1ccccc1)NC(NCCc1ccccc1)C(Cl)(Cl)Cl (configuration not stated),5,-5,2,-0.5,-12,-7,-6,3,7,1
O=c1c2ccccc2nc(COc2ccccc2)n1/N=C/c1ccco1,5,5,0,-0.2,6,-1,-6,2,3,2
O=C(NCc1cccs1)C1CCC(CNS(=O)(=O)c2cccc3cccnc23)CC1 (configuration not stated),2,4,2,x,3,x,4,-5,x,9
Cc1ccc(OCCn2c(CCNC(=O)c3ccc(F)cc3F)nc3ccccc32)cc1,-14,x,4,x,0,x,-5,3,x,-1
Cc1ccc2nc(NS(=O)(=O)c3cn(C)nc3C)sc2c1,4,7,1,-1.2,-12,3,-1,-1,-4,2
Cc1cc(=O)n(C)c(=O)n1CCCCCCOc1cccc([N+](=O)[O-])c1,-4,-5,-3,-0.8,-4,4,-1,2,7,-1
C[C@@H]1CN(Cc2nnnn2CC(=O)NCCCn2cccn2)C[C@H](C)O1,5,3,-6,-0.4,8,2,4,1,-1,3
CC(C)c1cc(C(=O)Nc2cc(Cl)ccc2O)no1,-1,10,4,0.1,-1,-7,-9,3,-1,4
COc1nc(NC2CCCCC2)nc(N2CCCCCC2)n1,19,-8,2,-1.5,-7,-13,-3,2,-3,-1
COc1cccc(C=CC(=O)C=CC=Cc2ccccc2)c1,-4,15,0,-0.4,-6,-27,-6,4,-1,5
COc1ccc(Cl)cc1C(=O)Nc1cc(=O)n(C)c(=O)n1C,4,1,-7,-1.1,9,2,-3,-4,3,-4
CC1CCC(C(C)C)C(=O)/C1=C\c1ccc(NC(=O)CCC(=O)O)cc1 (configuration not stated),5,19,-10,0.1,4,7,4,-5,0,1
Cn1c(SCC(=O)NC2CC2)nnc1-c1cccc(NC(=O)c2ccccc2F)c1,6,-3,-3,0.1,5,5,-2,1,6,0
COc1cc2c(cc1OC)C(CNC(=O)C=Cc1cc(OC)c(OC)c(OC)c1)C2 (configuration not stated),-3,-1,-2,1.3,3,-2,-9,1,-6,3
O=C(Nc1ccc(F)cc1F)C1CCN(S(=O)(=O)c2cccnc2)CC1,-6,1,0,-0.7,-12,3,6,1,5,-4
COC(=O)C(NC(C)=O)(Nc1ccc(Br)cc1)C(=O)OC,-3,3,-3,0.2,-6,-4,-4,-2,-1,2
COc1cc(CNC2CCCC2)cc(Br)c1OCC(=O)Nc1ccccc1C,-5,0,-5,-2.2,-3,2,0,-1,0,-6
CCOC(=O)C1C(=O)C(C(C)=O)C(=O)CC1CC(C)SCC (configuration not stated),-3,1,-2,-0.2,4,0,-3,-1,-4,3
COC(=O)c1c(C)oc(C)c1S(=O)(=O)N1CCOCC1,0,-1,6,-0.5,2,6,0,0,-1,-6
O=C(CNC(=O)c1cccc(F)c1)NC1CC1,1,-1,-2,-0.2,-3,5,7,-1,-10,0
CNC(=O)c1ccsc1NC(=O)c1ccc(Cl)s1,-20,6,-2,-0.3,-1,-39,-14,-4,5,1
N#C/C(=C\c1ccc(N2CCCC2)c([N+](=O)[O-])c1)c1nc2ccccc2[nH]1,15,12,-10,-0.4,7,6,8,1,0,1
CCCCN(CCCC)CCCNC(=O)C1CC(c2ccc(C(F)(F)F)cc2)=NO1 (configuration not stated),1,2,-5,-1.1,-5,-6,0,-1,-6,2
COc1ccc(OC(=O)c2cc(S(=O)(=O)N3CCCC3)ccc2Cl)cc1,-4,-4,6,-0.4,1,-1,-2,-1,3,-4
CC(C)NC(=O)CSc1c2c(nc3ccccc13)CCCC2,6,-2,-2,-0.6,2,2,1,-1,-5,0
O=C(c1ccccc1)N1CCC(O)(c2cccnc2)CC1,-5,2,1,-0.1,7,-3,2,-1,3,-1
CCNC(=S)NNc1nc(N2CCCCC2)nc(N2CCOCC2)n1,-1,-1,-1,2.3,-2,3,3,-4,-7,3
CCOC(=O)C(NC(=O)c1ccc(Cl)cc1Cl)(Nc1ccc(C)cc1)C(F)(F)F (configuration not stated),0,0,1,2.4,11,-2,-2,5,10,-4
COc1ccc(S(=O)(=O)N2CCCCC2)cc1NC(=O)Cc1cccs1,-1,5,2,0.6,-11,-19,-4,2,6,0
CSCC[C@@H](C(=O)NCc1cccs1)N1Cc2ccccc2C1=O,-1,-1,4,1.2,3,-7,0,2,-3,3
CC[n+]1c(P(=O)([O-])c2ccccc2)[nH]c2ccccc21,2,1,9,-1.1,7,-2,-2,-3,1,2
CSc1ccc(CN2CCC(C)(Oc3cccc(C#N)c3)C2)cc1 (configuration not stated),6,-2,-2,-0.5,3,x,-8,0,0,2
COCC(=O)Nc1ccc(N2CCOCC2)c(S(=O)(=O)Nc2ccc(OC)cc2)c1,-7,0,-2,-0.5,-8,0,-3,2,-3,-1
Cc1ccccc1CN(C)CC(=O)Nc1c(C)cccc1C(C)C,6,-13,5,1.9,7,-9,1,-5,-4,-1
Cc1ccc(C(=O)NCCCNC(=O)Cc2ccc(Cl)cc2)cn1,-4,-2,-4,1.5,2,-5,7,-2,0,3
COc1ccc(C(=O)NCC(=O)N/N=C(C)\C=C\c2ccccc2)cc1OC,-4,-3,0,-1.3,6,9,6,0,-3,0
CC(C)CC(NC(=O)CC12CC3CC(CC(C3)C1)C2)C(=O)NC1=NCCS1 (configuration not stated),7,-8,8,-2.3,6,-7,-2,-2,-7,3
NC(COCc1ccccc1)c1csc(Nc2ccc(C(=O)c3ccccc3)cc2)n1 (configuration not stated),13,5,-4,0.6,0,x,0,-1,-5,3
Cc1[nH]c2ccccc2c1NC(=O)CN1CCN(c2cccc(C(F)(F)F)c2)CC1,7,3,1,0.7,-4,7,3,3,4,1
Cc1ccccc1C(=O)Nc1nc(SCc2ccc(Cl)cc2)n[nH]1,-3,-1,-2,-0.7,-4,8,-1,2,-5,-3
CC1CCN(S(=O)(=O)c2ccc3c(c2)N(CC(=O)NCCN2C(C)CCCC2C)C(=O)CS3)CC1 (configuration not stated),4,-3,3,0.1,10,3,-4,-3,-1,1
Cc1cc(Cl)c(S(=O)(=O)N2CCN(c3ccccn3)CC2)cc1OCC(=O)NC1CCCCC1,-18,-1,3,-1.0,-20,-23,-5,-7,-5,6
NC(=O)C1(N2CCCCC2)CCN(S(=O)(=O)c2cc(Cl)ccc2Cl)CC1,3,0,1,-1.3,3,-7,5,-2,0,-4
NNC(=O)C=C1CCN(c2ncc(C(F)(F)F)cc2Cl)CC1,3,2,1,1.8,10,9,3,0,-1,0
Cc1cc(S(=O)(=O)N2CCOCC2)ccc1OCC(=O)N1CCCCC1,5,-5,-3,-0.5,7,2,5,-2,-4,1
S=C(CN1CCCC1=S)N1CCOCC1,1,-1,0,0.4,21,0,0,2,3,-3
CCOC(=O)c1c(-c2ccccc2)csc1NC(=O)CCN1C(=O)c2ccccc2C1=O,0,2,1,-2.3,2,-3,4,0,3,-3
O=C(c1ccco1)N1N=C(c2ccc3nccnc3c2)CC1c1ccccc1 (configuration not stated),-5,1,2,0.5,11,-6,0,5,3,2

# Reprinted from the part before: two entries, then new ones.
SMILES,mABHD4 FP,rCAG RNA binder,NR1D1 modulator,PG9 Ab binder,TDP2 inh,HTRA1 inhibitor,SIAE primary,LEDGF integ inh,TCR-CD3 inh,PRMT1 FP inh
CCOC(=O)c1c(-c2ccccc2)csc1NC(=O)CCN1C(=O)c2ccccc2C1=O,0,2,1,-2.3,2,-3,4,0,3,-3
O=C(c1ccco1)N1N=C(c2ccc3nccnc3c2)CC1c1ccccc1 (configuration not stated),-5,1,2,0.5,11,-6,0,5,3,2
COc1ccc(Nc2nc(-c3cccs3)nc3ccccc23)cc1,-15,29,1,-3.6,-22,-54,-3,5,5,-3
O=C(CCSc1ccc(Cl)cc1)c1ccco1,-6,-2,0,-1.1,-12,-2,-3,5,-3,41*
O=C(c1cccc(Br)c1)c1coc2ccc(O)cc12,-6,3,-2,-0.1,-9,-38,-1,5,-7,-4
Cc1ccc(Nc2ncc3c(n2)CC(C)(C)CC3=O)cc1,-4,-3,-5,0.2,7,-13,-1,3,1,-4
COc1ccc(-c2noc(CN(C)C(=O)c3ccc4c(c3)OCO4)n2)cc1OC,-5,-2,-2,-1.7,-10,11,9,1,-7,-3
O=C(COc1ncnc2ccccc12)NCCCN1CCCC1=O,-1,0,-6,-2.9,-2,3,11,0,0,-2
O=C(CN1C(=O)/C(=C\c2ccccc2Cl)Oc2ccccc21)NCc1cccnc1,-2,3,-4,-2.2,7,-1,-5,0,4,-1

# Compound activity deposited in PubChem BioAssay by several laboratories.
